Source: PubChem
p53null 39C kill: kills p53 null cells at the nonpermissive temperature. H1299 p53-null (neo) cells, 39C, ATPlite viability, 24 h. Potency, µM (top dose mostly 46.1 µM), for the others: at the top dose activity, negative = cell killing, usual class: cytotoxic. actives 0.97% (n = 55,000). AID 904;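 also: potency is read from the fitted curve at half-maximal effect; 0% = DMSO only and -100% = full killing by 100 µM tamoxifen; nearly all actives have a fitted effect of over 50% in size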
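ATP-luminescence viability readout (ATPlite, 20 min RT) after 24 hr compound treatment at 39C of H1299-neo or H1299-p53A138V cells; titration up to 46 uM; normalized to DMSO and 100 uM tamoxifen; Hill-fit AC50.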
NTMT1 inhibitor: NTMT1 methyltransferase inhibition. Potency, µM (top dose mostly 114 µM), inactives show top-dose activity change, negative = inhibition, usual class: inhibitors. Q9BV86. actives 2.5% (n = 59,000). AID 1645870. NTMT1 MTase-Glo SAH luminescence, purified enzyme;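 also: potency is read from the fitted curve at half-maximal effect; plate controls were DMSO vehicle for no effect and no enzyme for full effect; nearly all actives have a fitted effect of over 65% in size; many of its hits are not listed in these tables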
FH mod: Identification of activators of human fumarate hydratase by quantitative high-throughput screening; Fumarate hydratase, mitochondrial (Homo sapiens), P07954; FH coupled MDH/diaphorase resazurin fluorescence, 15 min; Potency, µM (series often up to 79.9 µM), for the others: at the highest dose activity change, negative = inhibition, hits mostly inhibitors; actives 0.22% (n = 54,000); AID 1347055, 2019; also: potency is read from the fitted curve at half-maximal effect; % is scaled to controls: 0 for no effect and ±100 for the full control effect; the screen sought activators but most active calls are inhibition curves; nearly all actives have a fitted effect of over 45% in size
Target sequence (P07954 whole entry, looked up): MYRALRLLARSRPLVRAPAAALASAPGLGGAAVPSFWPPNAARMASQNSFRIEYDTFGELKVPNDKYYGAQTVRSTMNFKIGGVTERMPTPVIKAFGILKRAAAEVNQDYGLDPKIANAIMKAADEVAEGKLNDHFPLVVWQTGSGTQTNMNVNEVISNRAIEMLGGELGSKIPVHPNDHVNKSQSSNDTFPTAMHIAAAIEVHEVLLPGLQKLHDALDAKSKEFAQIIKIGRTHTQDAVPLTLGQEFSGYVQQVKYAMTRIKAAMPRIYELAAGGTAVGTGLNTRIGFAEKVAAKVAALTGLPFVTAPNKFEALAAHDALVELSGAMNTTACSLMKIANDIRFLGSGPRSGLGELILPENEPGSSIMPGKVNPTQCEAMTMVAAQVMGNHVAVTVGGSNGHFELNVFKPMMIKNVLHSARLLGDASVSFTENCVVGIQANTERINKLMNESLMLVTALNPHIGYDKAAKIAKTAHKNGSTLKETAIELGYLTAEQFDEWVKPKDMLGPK
GALK inhibitor: inhibitors of human galactokinase (GALK); recombinant GALK, Kinase-Glo ATP luminescence, 1 h; Potency, µM (titrated, usually from 57.5 µM), for the others: at the top dose activity, negative = inhibition, hits mostly inhibitors; 44,000 tested, under 10 active;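 also: plate controls were full GALK reaction for no effect and reaction lacking GALK for full effect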
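Luminescent ATP-depletion readout (Kinase-Glo Plus) after 1 h room-temperature incubation of human GALK (5 nM) with galactose 100 µM and ATP 35 µM, pH 8.0 HEPES/Mg2+ buffer; compounds tested in qHTS format.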
TSG101-PTAP inh: blocks PTAP binding to human TSG101, validation; Potency, µM (highest dose often 115 µM), for inactives: top-dose activity change, negative = inhibition, most hits filed as inhibitors; Q99816; Fluorescence polarization, FITC-PTAP peptide/Tsg101, 20 min; AID 1347069; 44,000 tested, under 10 active; also: potency is read from the fitted curve at half-maximal effect; 0% is about no effect
Target sequence (Q99816 whole entry, looked up): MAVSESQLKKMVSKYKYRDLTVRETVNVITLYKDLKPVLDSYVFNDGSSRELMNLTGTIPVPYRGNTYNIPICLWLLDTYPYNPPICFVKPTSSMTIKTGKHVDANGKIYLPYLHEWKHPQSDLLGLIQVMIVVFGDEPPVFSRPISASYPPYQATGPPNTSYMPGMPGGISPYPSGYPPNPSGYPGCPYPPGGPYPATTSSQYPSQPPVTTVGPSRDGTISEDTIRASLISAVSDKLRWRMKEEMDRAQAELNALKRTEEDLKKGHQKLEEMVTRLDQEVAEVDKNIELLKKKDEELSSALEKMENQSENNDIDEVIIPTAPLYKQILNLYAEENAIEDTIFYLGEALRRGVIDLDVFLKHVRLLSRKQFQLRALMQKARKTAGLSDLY
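FITC-labeled PTAP peptide (50 nM final) binding to Tsg101 binding domain (10 uM final) read by fluorescence polarization after 20 min at r.t. in HEPES pH 7.5 buffer. Actives by CRC class, <25 µM.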
p53null 32C tox: kills p53 null cells at the permissive temperature. actives 0.62% (n = 55,000). AID 903. H1299-neo p53 null cells, ATP luminescence, 24 h, 32C. Potency, µM (doses to about 46.1 µM), for inactives: at the highest dose activity change, negative = cytotoxicity, usual class: cytotoxic;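 also: potency is read from the fitted curve at half-maximal effect; 0% = DMSO only and -100% = full killing by 100 µM tamoxifen; nearly all actives have a fitted effect of over 55% in size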
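Cytotoxicity: H1299-neo (no p53), 32C, 24 h treatment. Concentrations up to 46 uM. Readout cellular ATP, luminescence. Normalization to DMSO basal and tamoxifen 100 uM maximal kill.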
B2AR arrestin ag: beta-arrestin recruitment by human beta2-adrenergic receptor ligands. HTLA Tango cells, beta-arrestin recruitment, luciferase luminescence, 18 h. Potency, µM (series often up to 46.1 µM), inactives show at the top dose activation, actives largely listed as activators. 44,000 tested, under 10 active;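 also: potency is read from the fitted curve at half-maximal effect; 0% = DMSO and full agonism = EC100 isoproterenol or metaproterenol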
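Luminescence read-out: arrestin recruitment to recombinant beta2-AR releases tTA, inducing luciferase. Cells exposed 18 hr at 37 degrees C to up to 46 microM compound; %Activity from corrected signal, concentration-response curves classified by r2, magnitude and efficacy.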
An asterisk follows results filed as active; ? = inconclusive; . = not tested or not shown; [ ] = remark or other dose. Calls follow the shape of the dose curve; as a rule, active = well fitted curve in the direction sought with a large enough effect; inconclusive = small, poorly fitted or top-dose-only effect, or another doubt; inactive = no such curve, though single readings can be large; an effect the other way counts as inactive or inconclusive. Some of the compounds tested. The share of hits here may be higher or lower than overall.

#	SMILES	p53null 39C kill	NTMT1 inhibitor	FH mod	GALK inhibitor	TSG101-PTAP inh	p53null 32C tox	B2AR arrestin ag
1	COc1ccccc1NC(=O)c1ccc2c(Cl)c3c(nc2c1)CCCC3	?	0%	-18%	9%	0%	3%	0%
2	Cc1ccc(Cl)cc1N1CCN(C(=O)c2ccc3nc(N4CCC(C)CC4)sc3c2)CC1	29%	4%	-16%	-1%	-15%	40%[activator]	0%
3	COc1ccc(-c2cn3nc(N4CCC(C(=O)Nc5ccc(C)cc5)CC4)sc3n2)cc1	-3%	10%	-10%	2%	2%	-4%	0%
4	COc1ccc2c(c1)c1c(c(=O)n(-c3ccc(F)c(Cl)c3)c(=O)n1CC(=O)N1CCCC1)n2C	9%	7%	3%	0%	1%	1%	0%
5	Cc1ccc2oc(=O)n(CCNC(=O)Nc3ccc(Cl)cc3)c2c1	-19%	-11%	-8%	8%	-2%	-7%	0%
6	CC1CCCCN1C(=O)CSc1n[nH]c(-c2ccccc2)n1 (configuration not stated)	?	6%	-6%	-5%	-1%	?	1%
7	CC(C)NC(=O)CCC(=O)N1Cc2ccccc2Oc2ncccc21	2%	2%	2%	-1%	0%	4%	0%
8	COc1ccccc1OCC(=O)Nc1nc2c(s1)CC(C)CC2 (configuration not stated)	-13%	-3%	-31%	-3%	4%	-12%	-4%
9	COc1ccc(C2CC(=O)N(Cc3ccc(C)cc3)c3c2c(C)nn3-c2nc(C)cc(C)n2)c(OC)c1 (configuration not stated)	5%	24%	-13%	2%	-2%	5%	-4%
10	CCOC(=O)c1c(C)oc2ncnc(Nc3ccc(OCC)cc3)c12	-11%	4%	4%	1%	0%	2%	-1%
11	COc1ccc(Nc2nnc(-c3ccc(C)c(S(=O)(=O)NCCO)c3)c3ccccc23)cc1C(N)=O	6%	.	.	-1%	-2%	0%	-2%
12	COc1ccc(OC)c(C2=NS(=O)(=O)N(C)C(C(=O)Nc3ccc(F)cc3F)=C2)c1	-12%	21%	-11%	-2%	-2%	-15%	-1%
13	Cn1c(C(=O)N2CCCC(C(=O)N3CCN(c4ccccc4)CC3)C2)cc2sccc21 (configuration not stated)	-19%	?	-4%	-5%	-4%	-1%	1%
14	COc1ccc(S(=O)(=O)N(CC(=O)Nc2cc(Cl)ccc2C)Cc2ccccc2)cc1OC	11%	.	.	2%	4%	12%	0%
15	COc1ccc(OC)c(NC(=O)C(Cc2ccccc2)NS(=O)(=O)c2ccc3c(c2)CCC(=O)N3)c1 (configuration not stated)	-12%	?	-1%	9%	0%	2%	1%
16	COc1ccc(CCNC(=O)CCCCCn2c(=O)[nH]c3cc(OC)c(OC)cc3c2=O)cc1OC	0%	0%	-15%	6%	-1%	3%	6%
17	COc1ccc(Br)cc1CNC(=O)c1cc2ccccn2n1	-3%	.	.	1%	0%	0%	-1%
18	COc1ccc(NC(=O)C2CCN(S(=O)(=O)c3ccc4[nH]c(=O)ccc4c3)CC2)c(OC)c1	-1%	-2%	-1%	-3%	-1%	3%	0%
19	COc1ccc(NC(=O)Cn2c(=O)n(Cc3nc(C)no3)c(=O)c3cc4c(cc32)OCO4)cc1	7%	26%	-7%	0%	-1%	-9%	0%
20	COc1ccccc1CNC(=O)c1oc2ccc(S(=O)(=O)N3CCCCC3)cc2c1C	-2%	1%	-10%	-1%	-5%	3%	1%
21	CCCn1c(NCc2ccc(N(CC)CC)cc2)nc2ccccc21	?	-26%	?	0%	4%	2%	-2%
22	Cc1ccc(Cn2c(SCC(=O)NCc3ccccc3Cl)nc3ccsc3c2=O)cc1	11%	0%	-19%	-7%	1%	1%	-2%
23	Cc1ccc(-c2cn3cccnc3n2)cc1NC(=O)Cc1ccccc1	-7%	1%	-14%	2%	-7%	4%	-1%
24	Cc1ccc(C)c(N(C)C(=O)Cc2c(C(=O)O)[nH]c3ccc(Cl)cc23)c1	-12%	22%	-18%	2%	-6%	12%	-2%
25	O=C(NCC(c1cccs1)S(=O)(=O)c1cccs1)c1ccc(Cl)cc1 (configuration not stated)	5%	-3%	-9%	-3%	-13%	-3%	-3%
26	Cc1ccc(-n2ncc3c(N4CCN(CCO)CC4)ncnc32)cc1Cl	-3%	?	-12%	0%	-7%	-11%	0%
27	CCn1cc(C(=O)NC(C)c2ccccc2)c(=O)c2cc(S(=O)(=O)N3CCc4ccccc4C3)ccc21 (configuration not stated)	-13%	-4%	-16%	2%	-5%	14%	-2%
28	CCN(c1ccccc1)S(=O)(=O)c1nnc(NC(=O)C2CCCCC2)s1	-19%	-5%	6%	-10%	-2%	-12%	-1%
29	COc1ccccc1CC(=O)Nc1ccc2nc(Nc3cccc(C(F)(F)F)c3)cc(C)c2c1	-13%	-6%	?	7%	0%	-7%	1%
30	CC(=O)N1CCc2c(sc3c2c(=O)n(Cc2ccccc2)c(=O)n3Cc2ccc(Cl)cc2)C1	-1%	-16%	-19%	5%	-12%	-3%	-1%

Among those listed so far, these have an aryl thioether with sulfur outside any ring:
#	SMILES	p53null 39C kill	NTMT1 inhibitor	FH mod	GALK inhibitor	TSG101-PTAP inh	p53null 32C tox	B2AR arrestin ag
6	CC1CCCCN1C(=O)CSc1n[nH]c(-c2ccccc2)n1 (configuration not stated)	?	6%	-6%	-5%	-1%	?	1%
22	Cc1ccc(Cn2c(SCC(=O)NCc3ccccc3Cl)nc3ccsc3c2=O)cc1	11%	0%	-19%	-7%	1%	1%	-2%

Next results follow.
#	SMILES	p53null 39C kill	NTMT1 inhibitor	FH mod	GALK inhibitor	TSG101-PTAP inh	p53null 32C tox	B2AR arrestin ag
31	COCCNc1ccc2cc(S(=O)(=O)N3CCCCC3)ccc2n1	-27%	?	2%	-1%	0%	-5%	0%
32	CCCSc1ncc(Cl)c(C(=O)NCc2ccc(C)cc2)n1	8%	6%	-1%	4%	-1%	-3%	-1%
33	COc1cccc(CNC(=O)Cn2c(=O)n3nc(-c4cccc(F)c4)nc3c3ccccc32)c1	-1%	4%	3%	2%	-5%	-4%	-3%
34	Cc1ccn2c(Nc3ccc(C(C)C)cc3)c(-c3cccs3)nc2c1	-22%	-1%	-12%	1%	3%	-6%	-2%
35	CCn1c(CN2CCCCC2)nc2cc(NC(=O)c3cccc([N+](=O)[O-])c3)ccc21	1%	-4%	-17%	5%	-1%	-6%	-4%
36	Cc1ccc(OCC(=O)Nc2ccc3nc(SCCOc4ccccc4)sc3c2)cc1	-8%	23%	-5%	-4%	1%	-4%	-4%
37	COc1ccccc1N1CCN(c2ncc3c(n2)CCN(Cc2ccc(C)s2)C3)CC1	-1%	-1%	-12%	2%	0%	-3%	0%
38	Cc1ccc(CNC(=O)C2CCCN(S(=O)(=O)c3ccc4c(c3)oc(=O)n4C)C2)cc1 (configuration not stated)	?	9%	-13%	6%	-1%	-6%	0%
39	COc1ccccc1CNC(=O)CCCn1c(=O)c2ccccc2n(CC(=O)Nc2ccc(C)cc2Cl)c1=O	?	10%	-1%	3%	2%	?	1%
40	O=C(O)c1ccc2c(c1)ncn2-c1ccc(F)c(F)c1	3%	13%	0%	0%	-8%	-22%	-2%
41	COc1ccc(CCNC(=O)c2c(O)nc3c(C)cccn3c2=O)cc1	8%	4%	-7%	0%	1%	7%	-1%
42	CCCCN(CC)CCCNC(=O)c1cc2c(=O)[nH]c3ccccc3c2n1C	-10%	-14%	-9%	-2%	-14%	0%	1%
43	CCc1ccc(NC(=O)C2CCCN(c3nnc(C)c4c(C)n(-c5ccccc5)nc34)C2)cc1 (configuration not stated)	-10%	-3%	-11%	-1%	0%	-6%	-1%
44	CCOC(=O)c1cc(C)n(CC2CCC(C(=O)Nc3ccccc3OC)CC2)c1C (configuration not stated)	20%	.	.	-3%	-2%	27%	6%
45	CCc1cccc(C)c1NC(=O)C1CCN(c2nnc(C)c3c(C)n(-c4ccccc4)nc23)CC1	17%	-1%	7%	1%	3%	4%	0%
46	COc1ccc(C(=O)Nc2cc(NC(=O)c3ccco3)ccc2OC)cc1Cl	-26%	1%	-19%	5%	1%	-5%	-2%
47	COc1ccc(-c2nn3c(=O)cc(CN4CCN(C(=O)/C=C/c5ccccc5)CC4)nc3s2)cc1	-17%	-6%	?	2%	1%	-5%	-1%
48	Cc1cccc(C(=O)Nc2cccc(C(=O)OCc3cc(=O)n4nc(C5CC5)sc4n3)c2)c1	?	-1%	-18%	-4%	-1%	-1%	1%
49	CCn1nc(C)c(CCN(C)C(=O)Nc2ccc(C)c(Cl)c2)c1C	6%	-2%	-3%	0%	-9%	-4%	0%
50	CCc1ccc(NCc2cc3ccc(OC)cc3n(CC(=O)Nc3ccccc3C)c2=O)cc1	-14%	-5%	-11%	2%	8%	4%	0%
51	COc1ccc(-c2cc(-c3ccccc3)nc(SCC(=O)Nc3ccccc3C)c2C#N)cc1	-15%	-1%	7%	0%	-12%	9%	0%
52	CCOC(=O)C1CCCN(CCC(=O)Nc2ccc(OC)cc2OC)C1 (configuration not stated)	-9%	8%	2%	0%	1%	5%	0%
53	COc1ccc(C2=C(Nc3ccc(Br)c(C)c3)c3ccccc3C2=O)cc1	?	.	.	-3%	-1%	-1%	-2%
54	CCOC(=O)C1CCCN(Cc2cn3c(-c4cccc(Br)c4)nnc3s2)C1 (configuration not stated)	1%	-6%	-1%	-2%	-2%	21%	1%
55	CCOC(=O)c1cc2c(=O)n3ccccc3nc2n(CC(C)C)c1=NC(=O)c1cc2ccccc2o1	30%	-18%	5%	0%	-5%	6%	0%
56	CC1=C(C(N)=O)C(c2cccc(F)c2)n2nc(SCc3ccccc3)nc2N1 (configuration not stated)	-2%	13%	4%	1%	0%	12%	-1%
57	CCc1ccccc1NS(=O)(=O)c1ccc2c(c1)CCCN2C(=O)C1CCC1	?	-14%	-8%	1%	-2%	34%[activator]	-1%

4 entries drawn at random from those above:
#	SMILES	p53null 39C kill	NTMT1 inhibitor	FH mod	GALK inhibitor	TSG101-PTAP inh	p53null 32C tox	B2AR arrestin ag
19	COc1ccc(NC(=O)Cn2c(=O)n(Cc3nc(C)no3)c(=O)c3cc4c(cc32)OCO4)cc1	7%	26%	-7%	0%	-1%	-9%	0%
10	CCOC(=O)c1c(C)oc2ncnc(Nc3ccc(OCC)cc3)c12	-11%	4%	4%	1%	0%	2%	-1%
39	COc1ccccc1CNC(=O)CCCn1c(=O)c2ccccc2n(CC(=O)Nc2ccc(C)cc2Cl)c1=O	?	10%	-1%	3%	2%	?	1%
42	CCCCN(CC)CCCNC(=O)c1cc2c(=O)[nH]c3ccccc3c2n1C	-10%	-14%	-9%	-2%	-14%	0%	1%
